IMPase Li cell: IMPase inhibition in cells with lithium potentiation. CHO-M1 cells, IP1 TR-FRET (IP-One), carbachol + lithium. Potency, µM (top dose mostly 59.4 µM), without a hit: at the top dose activity, negative = IMPase inhibition, hits mostly inhibitors. 210,000 compounds, 0.35% hits. AID 1457;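 further: IP1 builds up when IMPase is blocked and the TR-FRET signal falls; plate controls were basal vehicle for no effect and high inhibitor control for full effect; nearly all actives have a fitted effect of over 50% in size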
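IP1 accumulation measured by competitive TR-FRET in lysed CHO-M1 cells after 30 min compound exposure at 37C, with a small lithium addition to potentiate weak responses. Hill-equation AC50 from ratio and donor-channel data.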
GAA inh: blocks human lysosomal alpha-glucosidase | AID 1466 | purified human GAA, 4-MU-alpha-glucoside fluorescence | Potency, µM (highest dose often 76.9 µM), for the others: at the highest dose activity change, negative = inhibition, most hits filed as inhibitors | P10253 | 200,000 compounds, 0.005% hits;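 further: plate controls were uninhibited enzyme wells for no effect and no-enzyme background for full effect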
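Fluorescence at Ex 365/Em 440 nm from 4-methylumbelliferone reported enzyme activity after 20 min at room temperature. Reactions used 4 nM enzyme and 400 uM substrate at pH 5.0; curves fitted with the Hill equation.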
HTT cytoprotect: protects HTT-Q103 PC12 cells, measured by ATP | PC12 HTT-Q103 induced, cytoprotection, ATP luminescence, 40 h | Potency, µM (top dose mostly 56.4 µM), without a hit: cytoprotection (ATP increase), usual class: activators | 230,000 compounds, 0.14% hits;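 further: % of control where 0% means no effect; nearly all actives have a fitted effect of over 45% in size; toxic huntingtin expression switched on by the ecdysone agonist tebufenozide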
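Stable PC12 Q103-GFP cells in serum-supplemented, phenol red-free DMEM; induction by tebufenozide at 100 nM final; compound dose series; cell viability quantified luminescently from ATP.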
HTT aggregate: reduces HttQ103-GFP aggregates in PC12 cells. PC12 HttQ103-GFP aggregates, Acumen cytometry, 40 h. Potency, µM (top dose mostly 46.1 µM), without a hit: at the top dose activity change, negative = inhibition, actives largely listed as inhibitors. 220,000 compounds, 1.1% hits. AID 1688; further: on the % scale 0 is the no-effect control and ±100 the full control effect; nearly all actives have a fitted effect of over 60% in size
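PC12 cells with ecdysone-inducible HTT exon1 Q103-GFP, induced by 100 nM tebufenozide, given compounds in a concentration series. GFP aggregates (1–25 um, 6 SD above background) counted in lysates by laser-scanning cytometry, 488 nm excitation.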
GAA glycogen mod: GAA glycogen-cleavage inhibition or activation; AID 2100; P10253; recombinant GAA, glycogen substrate, Amplex Red glucose oxidase fluorescence; 300,000 compounds, 0.38% hits; Potency, µM (titrated, usually from 76.4 µM), for inactives: at the top dose activity change, negative = inhibition, actives largely listed as inhibitors;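 further: 0% = full enzyme reaction and -100% = no-enzyme basal signal; the screen sought inhibitors and activators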
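Natural-substrate format: glycogen cleavage by 4 nM human enzyme, glucose read by Amplex Red coupling (Ex 573, Em 610 nm). Normalized to enzyme and no-enzyme controls.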
GoLoco inh red: inhibitors of human Gai1-RGS12 GoLoco interaction (red fluorophore). Gai1:RGS12 GoLoco peptide FP, rhodamine, 10 min. Potency, µM (series often up to 61.6 µM), for the others: at the top dose activity, negative = inhibition, hits mostly inhibitors. 230,000 compounds, 0.44% hits; active means well fitted inhibition curve with a large enough effect, not every such curve was filed as active; inactive means no such curve, though single readings can be large or run the other way; further: on the % scale 0 is the no-effect control and ±100 the full control effect; nearly all actives have a fitted effect of over 30% in size; many of its hits are not listed in these tables
Target sequence (P63096 whole entry, looked up): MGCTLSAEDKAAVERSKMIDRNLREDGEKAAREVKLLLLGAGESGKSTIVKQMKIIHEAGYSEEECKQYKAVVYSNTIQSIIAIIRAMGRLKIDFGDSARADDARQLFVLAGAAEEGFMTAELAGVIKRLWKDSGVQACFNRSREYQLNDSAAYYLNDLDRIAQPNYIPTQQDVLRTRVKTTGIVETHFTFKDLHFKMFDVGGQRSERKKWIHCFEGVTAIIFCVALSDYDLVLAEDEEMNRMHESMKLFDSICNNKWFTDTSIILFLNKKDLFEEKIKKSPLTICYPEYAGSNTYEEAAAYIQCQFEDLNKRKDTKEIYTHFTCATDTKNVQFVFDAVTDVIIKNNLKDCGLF
aGlu spleen mod: inhibits or activates alpha-glucosidase in human spleen homogenate; P10253; human spleen homogenate, 4-MU-alpha-glucoside fluorescence; Potency, µM (series often up to 79.9 µM), without a hit: at the highest dose activity change, negative = inhibition, actives largely listed as inhibitors; 240,000 compounds, 0.006% hits;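 further: 0% = enzyme with vehicle and -100% = no enzyme basal signal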
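AC50 values come from Hill-equation fits of concentration-response data, normalized to no-enzyme and full-activity controls. Enzyme source: 1 ug human spleen homogenate; 1 mM fluorogenic 4-MU glucoside, pH 5.0 citrate buffer, 37 C, 40 min.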
Starred values were filed as active, the others as inactive; ? = inconclusive; . = not tested or not shown; & = joins results of further samples; [ ] = another dose, or the depositor's remark. Unless noted, the call rests on the fitted dose curve; in most records, active means well fitted curve in the direction sought with a large enough effect; inconclusive means small, poorly fitted or top-dose-only effect, or another doubt; inactive means no such curve, though single readings can be large; an effect the other way counts as inactive or inconclusive. Potency means the concentration at half of the fitted maximal effect.

SMILES	IMPase Li cell	GAA inh	HTT cytoprotect	HTT aggregate	GAA glycogen mod	GoLoco inh red	aGlu spleen mod
CC(=O)N/C(=C/c1ccc2c(c1)OCO2)C(=O)NCC(=O)O	-3%	-1%	.	3.2µM*	2%	6%	-12%
COc1ccccc1NC(=O)C1CCCCC1	17%[38.3 µM]	-16%	0%	-10%	2%	-8%	3%
O=C(Cc1ccc(-c2ccccc2)cc1)OCC(=O)N1CCCC1=O	-2%	-5%	.	-6%	26%	10%	-13%
O=C(Nc1cc(S(=O)(=O)N2CCCC2)ccc1Cl)C1=COCCO1	-15%[38.3 µM]	-29%	-15%[10 µM]	3%	-12%	-2%	-3%
O=[N+]([O-])c1cccc(C(=S)N2CCN(c3ccccc3)CC2)c1	12%	-8%	?	3%	-8%	-25%	4%
CC(C)(C)c1cc2nc3c(c(=O)n2[nH]1)CN(Cc1ccccc1)C3=O	.	-2%	-2%[10 µM]	-28%[9.22 µM]	16%	-7%	10%
CNC(=O)COc1ncnc2sc(C)c(C)c12	18%[38.3 µM]	-3%	25%[10 µM]	-2%	3%	5%	-11%
CCCCCCCCCCCCSCCOCCO	-1%	.	-8%	16%	.	3%	0%
CCOc1cccc(NC(=O)C2CC(=O)N(C)C2)c1 (centres undefined)	18%[38.3 µM]	-2%	8%	-7%	-2%	-6%	-2%
CC12CCC(C(=O)NCc3ccccn3)(OC1=O)C2(C)C (centres undefined)	10%[38.3 µM]	2%[15.4 µM]	3%[0.074 µM]	-28%	-10%	7%	-8%
O=S(=O)(CCCc1ccccc1)c1ncn[nH]1	.	-7%	-10%[0.074 µM]	-9%	8%	.	-1%
Cc1ccc(SCCNC(=O)/C=C/c2ccccc2Cl)cc1	43%[activator][38.3 µM]	-2%	-3%	14%	-2%	-11%	3%
O=C1C[C@H]2CCCCC(=O)N3CC[C@@H](C1)[C@@H]23	-4%	.	.	.	.	1%[136 µM]	1%[181 µM]
Cc1noc(C)c1S(=O)(=O)Nc1ccc(C(=O)N2CCC(C)CC2)cc1	4%	9%	-41%	-7%	1%	4%	-20%
CCOc1ccc(NC(=O)CNC(=O)c2ccc(OC)c(OC)c2)cc1	-10%[38.3 µM]	4%	-7%	9%	-1%	6%	-1%
O=c1c(-c2ccc(Cl)cc2)nc2cnc(N3CCNCC3)nc2n1Cc1ccc(F)cc1	2%	.	-113%[inhibitor]	.	.	7%	4%
O=C1c2ccccc2C(=O)N1CC(=O)N1c2ccccc2Sc2ccc(C(F)(F)F)cc21	1%	-1%	23%[10 µM]	-1%	1%	18%	10%
Cc1ccc(CNC2=NCCCCC2)n1C	13%[38.3 µM]	0%	-21%[10 µM]	-5%	8%	7%	-8%
CCN(CC)CCCN(Cc1cc2cc(OC)ccc2[nH]c1=O)C(=O)Nc1ccccc1	.	.	10%[10 µM]	-14%[9.22 µM]	-15%	7%	6%
O=C(NN1C(=O)C2C(c3ccccc3)C=CC(c3ccccc3)C2C1=O)c1ccncc1 (centres undefined)	6%	5%	-38%[inhibitor]	2%	-11%	2%	-2%
O=C(O)c1ccc(N/N=C/c2ccc(OC(=O)c3ccccc3Cl)cc2)cc1	8%	3%	.	-3%	6%	1%	-7%
COc1cc(CNCCN2CCOCC2)ccc1OCc1cccc(Cl)c1	33%[activator][38.3 µM]	-1%	9%	12%	-8%	-16%	-5%
Cc1cc(C2C(C#N)=C(N)SC(N)=C2C#N)c(C)s1	-28%[38.3 µM]	0%	-1%	-20%	-10%	116%[activator]	-21%
NC(C(=O)O)c1ccc(P(=O)(O)O)cc1 (centres undefined)	-3%	.	5%	.	.	4%	8%
CN(C)CC(C)(C)CNS(=O)(=O)c1ccc(OC(F)(F)F)cc1	12%	2%	7%[10 µM]	24%	-7%	3%	0%
Additional structures
SMILES	IMPase Li cell	GAA inh	HTT cytoprotect	HTT aggregate	GAA glycogen mod	GoLoco inh red	aGlu spleen mod
O=[N+]([O-])c1ccc(N2CCN(S(=O)(=O)Cc3ccccc3)CC2)cc1N1CCOCC1	-5%	-8%	18%[10 µM]	-9%	6%	4%	-7%
CCOc1ccc(NC(=O)N[C@@H](Cc2ccccc2)C(=O)O)cc1	.	.	21%[10 µM]	11%[9.22 µM]	3%	0%	4%
CC(C)C(C)NC(=O)CSc1nc2scc(-c3ccco3)c2c(=O)n1-c1ccccc1 (centres undefined)	32%[activator][38.3 µM]	-9%	-13%	-5%	9%	20%	-19%
COC(=O)c1sccc1NC(=O)Nc1cccc(C(C)=O)c1	-5%	-1%	-1%[10 µM]	5%[9.22 µM]	-5%	4%	5%
C=CCC(Nc1ccccc1)c1cccc(OC)c1OC (centres undefined)	.	.	10%[10 µM]	13%[9.22 µM]	-4%	4%	-2%
C[N+](C)(C)c1ncnc2c1ncn2[C@@H]1CCCCO1	-9%	.	11%[10 µM]	.	.	0%[14.2 µM]	.
CN(C)S(=O)(=O)c1cccc(C(=O)OCC(=O)N2c3ccccc3NC(=O)C2(C)C)c1	-5%[38.3 µM]	-8%	5%[10 µM]	-4%	-11%	-1%	2%
Cc1cccc2nc(-c3ccco3)c(Nc3ccc4c(c3)OCO4)n12	0%	-3%	-5%	3%	?	-25%	4%
COC(=O)C1=C(C)N(C)C(=S)NC1c1ccc(OC)cc1OC (centres undefined)	11%	12%	-13%	-8%[9.22 µM]	-18%	5%	-1%
Cc1cccc(N=C2NC(=O)CS2)c1	-2%[38.3 µM]	1%	-8%	-11%	6%	-2%	5%
CC(C)NC(=O)CSc1nnc(C2CC2)n1-c1ccccc1	-5%[38.3 µM]	0%	-6%	-8%	0%	1%	-2%
c1cc(-n2nnc3cnccc32)ccn1	.	.	25%[10 µM]	-9%[9.22 µM]	4%	1%	0%
Cc1[nH]c2ccccc2c1SCC(=O)N1CCCCC1	3%	-3%	.	27%	-15%	6%	-5%
O=C(Cc1ccc([N+](=O)[O-])cc1)N1CCc2ccccc2C1	0%	-7%	.	-11%	-9%	15%	3%
CS(=O)(=O)Nc1cccc(-c2nc(-n3ccnc3)c3ccccc3n2)c1	-4%	.	?	.	.	4%	5%
N/N=C(/Cc1nc2ccccc2[nH]1)c1ccc([N+](=O)[O-])cc1	17%	-6%	-66%[inhibitor]	20%	-7%	2%	8%
COc1ccc(-c2nc3cnc(OC)nc3n(CCc3ccccc3)c2=O)cc1	7.1µM*	.	-23%	.	.	-1%	-2%
C/C(=N\OC(=O)c1cccc(C)c1)c1sc(-c2ccccc2)nc1C	6%[38.3 µM]	-7%	28%	-9%	?	4%	-6%
CCCCCOc1ccc(C2NC(=O)NC2=O)cc1 (centres undefined)	24%[38.3 µM]	1%	8%[10 µM]	-5%	8%	1%	-5%
O=C(COC(=O)c1cc(-c2cccnc2)nc2ccccc12)Nc1ccc(F)cc1F	2%	-3%	4%[1.9 µM]	8%	5%	15%	1%
CC(C)Oc1ccc(CNC(=S)N/N=C/c2ccc([N+](=O)[O-])cc2)cc1	32%[activator][38.3 µM]	-9%	-15%	9%	-5%	-4%	-5%
N/C(=N\OC(=O)N1c2ccccc2Sc2ccccc21)c1ccccc1	1%	-8%	11%[10 µM]	-1%	-26%	5%	1%
Cc1ccc(S(=O)(=O)Nc2cc(C(F)(F)F)ccc2N2CCOCC2)cc1	1%	-12%	5%[10 µM]	0%	3%	11%	-10%
CC(C)(CNC(=O)c1cc2ccccc2o1)N1CCOCC1	2%[38.3 µM]	-1%	6%[10 µM]	16%	11%	-41%	-9%
CN1CCN(C(=O)C2=C[C@@H](c3ccccc3)C[C@@H](OCc3ccc(CO)cc3)O2)CC1	5%	.	2%[10 µM]	-8%[9.22 µM]	25%	-12%	-3%
Following part
SMILES	IMPase Li cell	GAA inh	HTT cytoprotect	HTT aggregate	GAA glycogen mod	GoLoco inh red	aGlu spleen mod
CC(=O)N1CC23C=CC(CC2CC12CCCCCC2)O3 (centres undefined)	5%	-1%[15.4 µM]	1%	-14%	5%	11%	-6%
Cn1c(CCCOc2ccc(Cl)cc2Cl)nnc1SCC(=O)Nc1ccc(F)c(Cl)c1	5%	-5%	20%[10 µM]	9%	-1%	5%	-2%
CCC1S/C(=N/N=C/c2ccco2)N(Cc2ccc(F)cc2)C1=O (centres undefined)	.	.	-19%[10 µM]	-18%[9.22 µM]	-1%	-2%	3%
O=C(NCc1ccccc1)c1cnc2n(c1=O)CCS2	-17%[38.3 µM]	6%	-29%	2%	-2%	-6%	-2%
COc1cccc(CN2CCN(c3cccc(C(F)(F)F)c3)CC2)c1OC	3%	-13%	6%[10 µM]	6%	-3%	9%	-23%
CC1=C(C(=O)OCc2ccccc2)C(c2ccc(Cl)cc2)NC(=O)N1CCCCCC(=O)O (centres undefined)	-1%&11%	0%	-38%[inhibitor]	2%	4%	10%&2%	0%&5%
Fc1cccc(-c2cc3nc4c(c(N5CCOCC5)n3n2)CCCC4)c1	17%[38.3 µM]	2%	-24%	-12%	-6%	-1%	-7%
CC(OC(=O)Cn1c(C(F)(F)F)nc2ccccc21)C(N)=O (centres undefined)	-23%[38.3 µM]	1%	-4%	11%	-3%	8%	-4%
CCOC(=O)C(=O)Nc1ccc(F)cc1	13%[38.3 µM]	?	3%	3%	13%	5%	-9%
Cc1ccc2c(C(=O)N3CCN(c4ccccc4)CC3)cc(-c3cccnc3)nc2c1C	0%	-17%	1%[10 µM]	10µM*	8%	5%	0%
C=CCC(C)(NCc1ccccc1)C(=O)OCC (centres undefined)	-2%	.	18%	.	.	6%	4%
CC(C)=CCCC1=CCC(/C(C)=N/NC(N)=O)CC1 (centres undefined)	.	-26%	-76%[inhibitor]	-30%	-9%	.	4%
CN1CCN(S(=O)(=O)c2ccc(N(C)Cc3cccs3)nc2)CC1	2%[38.3 µM]	-1%	-10%	6%	-12%	6%	2%
COc1ccc(C2c3c(ncn(CCCO)c3=N)Oc3ccc4ccccc4c32)cc1OC (centres undefined)	.	.	-14%[10 µM]	-14%[9.22 µM]	-2%	8%	18%
CC(=O)c1c(C(C)=O)c(C)n(-c2ccc(O)cc2)c1C	-12%[38.3 µM]	-7%	-20%	-2%	5%	-11%	-7%

Compound profiles, as listed above. Screens in order: IMPase Li cell | GAA inh | HTT cytoprotect | HTT aggregate | GAA glycogen mod | GoLoco inh red | aGlu spleen mod
Cn1c(CCCOc2ccc(Cl)cc2Cl)nnc1SCC(=O)Nc1ccc(F)c(Cl)c1 reads 5% | -5% | 20%[10 µM] | 9% | -1% | 5% | -2%
CC(=O)c1c(C(C)=O)c(C)n(-c2ccc(O)cc2)c1C reads -12%[38.3 µM] | -7% | -20% | -2% | 5% | -11% | -7%
CC(C)=CCCC1=CCC(/C(C)=N/NC(N)=O)CC1 (centres undefined) reads . | -26% | -76%[inhibitor] | -30% | -9% | . | 4%

Compound activity (PubChem BioAssay)

An excerpt; rates above refer to the full screens.
